Assay outcomes: PubChem BioAssay, National Center for Advancing Translational Sciences (NCATS)
BRCA1 expr act: BRCA1 expression activation. Potency, µM (highest dose often 46.1 µM), inactives show at the highest dose activation, hits mostly activators. AID 624202. MCF7-BRCA1-FFLuc reporter, luminescence, 48 h; response scale: scaled: vehicle 0%, 10 µM genistein 100%. 380,000 tested, 1.1% active; note: nearly all actives have a fitted effect of over 80% in size; some results filed as inactive show a strong effect at the top dose
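MCF7 cells carrying a BRCA1-firefly luciferase reporter (2000 cells/well, phenol-red free MEM) were attached for 2 h at 37 °C, then given compounds for 48 h. Luminescence was read 15 min after luciferase reagent; activity normalized to genistein (10 microM) and DMSO.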
FLuc counter: counter-screen for miR-21 project: firefly luciferase inhibitors or activators; Potency, µM (titrated, usually from 57.5 µM), inactives show top-dose activity change, negative = inhibition, actives largely listed as inhibitors; P08659; purified FLuc, Km substrates, luminescence inhibition; 360,000 tested, 6.9% active;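 note: plate controls were vehicle for no effect and reference inhibitor for full effect; nearly all actives have a fitted effect of over 55% in size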
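Biochemical qHTS of compounds, final roughly 60 µM downward over six points, against 10 nM purified firefly luciferase using Km concentrations of substrates (10 uM D-luciferin, 10 uM ATP) in Tris acetate pH 7.5 buffer; luminescence output.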
NPC1 prom act: activates the NPC1 promoter. Huh7 NPC1 promoter luciferase reporter, 24 h. AID 485313. 320,000 tested, 2.4% active. Potency, µM (top dose mostly 9.22 µM), for the others: at the highest dose activation, hits mostly activators;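 note: % of control where 0% means no effect; nearly all actives have a fitted effect of over 60% in size; reporter is driven by a mutant NPC1 promoter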
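In 1536-well qHTS, Huh7 cells harboring an NPC1 promoter–luciferase construct received compound for 24 h; activation was quantified by luminescence following luciferase reagent addition.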
p53 reactivator: mutant p53 re-activation in reporter cells. H1299 p53-A138V BP100-luciferase reporter, luminescence, 24 h. Potency, µM (highest dose often 92.2 µM), without a hit: at the highest dose activity change, positive = activation, most hits filed as activators. 320,000 tested, 0.063% active; note: % of control where 0% means no effect; nearly all actives have a fitted effect of over 45% in size
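p53-null H1299 cells stably carrying temperature-sensitive p53-A138V and a BP100-luciferase reporter were pinned with compounds (4-point, 1:5 series) and held 24 hrs at 37 deg C. Luminescence was read 10 min after detection reagent.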
RORgamma inh: inhibitors of mouse ROR gamma transcriptional activity; Potency, µM (titrated, usually from 53.6 µM), for inactives: top-dose activity change, negative = inhibition, most hits filed as inhibitors; 310,000 tested, 5.4% active; AID 2551; Drosophila S2 Gal4-RORgamma UAS-luciferase reporter, 20 h; P51450; note: % is set by controls: 0 for no effect and ±100 for the full control effect; nearly all actives have a fitted effect of over 60% in size
Target sequence (P51450 whole entry, looked up, the tested form may be a part): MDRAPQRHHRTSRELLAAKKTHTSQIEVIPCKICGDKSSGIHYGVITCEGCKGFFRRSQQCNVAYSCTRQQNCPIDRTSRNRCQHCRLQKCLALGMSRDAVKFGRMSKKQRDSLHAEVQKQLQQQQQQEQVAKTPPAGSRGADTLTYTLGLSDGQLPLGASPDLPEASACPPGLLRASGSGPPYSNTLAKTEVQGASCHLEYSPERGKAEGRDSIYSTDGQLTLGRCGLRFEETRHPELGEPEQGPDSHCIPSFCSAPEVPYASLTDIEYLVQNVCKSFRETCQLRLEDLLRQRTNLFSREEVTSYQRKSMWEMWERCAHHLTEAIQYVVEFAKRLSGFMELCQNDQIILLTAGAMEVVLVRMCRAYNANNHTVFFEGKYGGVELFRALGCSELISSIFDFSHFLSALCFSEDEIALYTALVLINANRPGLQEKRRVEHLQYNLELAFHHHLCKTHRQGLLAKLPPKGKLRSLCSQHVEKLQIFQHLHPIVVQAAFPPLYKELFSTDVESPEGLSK
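Using a luciferase readout, inhibitors were identified by reduced reporter activity in Drosophila cells coexpressing a copper-inducible Gal4–ROR gamma fusion and UAS-driven Photinus luciferase, incubated 20 hr after 700 uM copper sulfate.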
VP16 counter: counter-screen for ROR gamma inhibitors: Gal4-VP16 reporter; Drosophila S2 Gal4-VP16 UAS-luciferase, luminescence, 20 h; Potency, µM (highest dose often 53.6 µM), for the others: top-dose activity, negative = inhibition, hits mostly inhibitors; 310,000 tested, 3.5% active;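 note: Gal4-VP16 expression switched on by copper sulfate through the metallothionein promoter; % is set by controls: 0 for no effect and ±100 for the full control effect; nearly all actives have a fitted effect of over 50% in size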
Rab9 promoter act: activators of Rab9 promoter; Potency, µM (titrated, usually from 9.22 µM), for the others: at the top dose activation, negative = inhibition, most hits filed as activators; Huh7 Rab9 promoter-luciferase reporter, luminescence, 24 h; AID 485297; 320,000 tested, 2.8% active; note: % of control where 0% means no effect; nearly all actives have a fitted effect of over 60% in size
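Measured in stably transfected Huh7 cells bearing a Rab9 promoter–luciferase construct: 24 h compound treatment at 37 °C, followed by luminescence detection.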
uPA generation: blocks generation of uPA at the cell surface | Potency, µM (series often up to 38.3 µM), for inactives: at the top dose activity change, negative = inhibition, hits mostly inhibitors | 330,000 tested, 0.31% active | cell surface uPA generation assay, qHTS; active = well fitted inhibition curve with a large enough effect; inconclusive = small, poorly fitted or top-dose-only effect; inactive = no such curve, though single readings can be large or run the other way; tested in mouse RAW 264.7 cells; note: % is set by controls: 0 for no effect and ±100 for the full control effect; nearly all actives have a fitted effect of over 55% in size
MBNL1 CUG block: inhibitors of human MBNL1 binding to CUG repeat RNA. AID 2675. 280,000 tested, 0.036% active. TR-FRET MBNL1-His/biotin-(CUG)12 binding, 665/545 ratio. Potency, µM (highest dose often 57.5 µM), for inactives: at the highest dose activity change, negative = inhibition, usual class: inhibitors; active = well fitted inhibition curve with a large enough effect in the signal ratio, with a control signal flat, not every such curve was filed as active; inconclusive = small, poorly fitted or top-dose-only effect, or effect the other way, or a change in a side signal; inactive = no such curve, though single readings can be large or run the other way; the % refers to the signal ratio; note: % is set by controls: 0 for no effect and ±100 for the full control effect
Target sequence (Q9NR56 whole entry, looked up): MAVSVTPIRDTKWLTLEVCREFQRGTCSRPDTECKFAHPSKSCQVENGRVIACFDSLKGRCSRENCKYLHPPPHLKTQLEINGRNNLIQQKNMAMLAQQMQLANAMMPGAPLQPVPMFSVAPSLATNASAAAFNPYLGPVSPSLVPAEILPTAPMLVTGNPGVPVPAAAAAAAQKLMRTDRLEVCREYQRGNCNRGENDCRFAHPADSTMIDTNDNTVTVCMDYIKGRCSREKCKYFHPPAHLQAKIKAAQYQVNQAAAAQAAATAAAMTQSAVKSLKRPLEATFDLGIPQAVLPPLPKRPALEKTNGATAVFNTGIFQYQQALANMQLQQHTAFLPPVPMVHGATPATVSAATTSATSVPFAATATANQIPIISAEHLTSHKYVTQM
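TR-FRET between His-tagged MBNL1 and biotin-(CUG)12 RNA, detected with Tb anti-His antibody (0.055 ng/ul) and streptavidin-XL665 (5 nM), 60 min at room temperature. Compounds titrated 92 nM to 58 uM; 665/545 nm ratio normalized to buffer and complex controls.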
ELG1 genotoxic: inducers of genotoxicity in HEK293T ELG1-luciferase cells; 330,000 tested, 1.3% active; AID 504466; Potency, µM (series often up to 46 µM), for the others: at the top dose activity change, positive = activation, usual class: activators; HEK293T ELG1-luciferase reporter, luminescence, 16 h; note: % of control where 0% means no effect; nearly all actives have a fitted effect of over 60% in size
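16 hr compound incubation (37 °C, 5% CO2) of HEK293T cells carrying luciferase-tagged ELG1; luciferase then measured by ONE-Glo luminescence after 30 min at RT.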
An asterisk follows results filed as active; ? = inconclusive; . = no result given; [ ] = another dose, or the depositor's remark. Unless noted, calls come from the whole dose curve; as a rule, active = well fitted curve in the direction sought with a large enough effect; inconclusive = small, poorly fitted or top-dose-only effect, or another doubt; inactive = no such curve, though single readings can be large; an effect the other way counts as inactive or inconclusive. Potency is the fitted concentration of half-maximal effect. An unsorted share of the library; overall some 13% were active at least once.

nr	structure	RORgamma inh	ELG1 genotoxic	NPC1 prom act	Rab9 promoter act	BRCA1 expr act	uPA generation	VP16 counter	FLuc counter	p53 reactivator	MBNL1 CUG block
1	COc1ccccc1NS(=O)(=O)c1ccc(C(=O)NCC(c2ccc(F)cc2)N2CCOCC2)cc1 (stereo not given)	.	1%	.	.	-4%	8%	.	.	-4%	.
2	O=c1c2c3c(sc2nc(N2CCNCC2)n1-c1cccc(Cl)c1)CCCCC3	-5%	-1%	-5%	-2%	.	.	0%	6%	-2%	1%
3	Cc1cc(Oc2ccc(Cl)cc2)nc(-c2ccccc2O)n1	14%	12%	0%	15%	-32%	2%	-10%	25%	9%	-13%
4	Cc1nc(NC(=O)CSc2nnnn2Cc2ccccc2)sc1C	33%	9%	-1%	19%	0%	-3%	24%	-14%	0%	11%
5	Cn1c(SCC(=O)N2CCN(c3cccc(Cl)c3)CC2)nnc1-c1ccncc1	2%	-1%	1%	0%	-49%	.	-1%	9%	-2%	1%
6	CC1(C)Oc2ccc3ccc(=O)oc3c2C(/C=N/O)=C1Cl	-15%	0%	8%	-1%	-11%	-2%	2%	-1%	.	7%
7	O=C(c1cc(-c2ccccc2)on1)N1CCCC1	0%	1.6µM*	0.79µM*	0.89µM*	2%	-4%	-2%	9.5µM*	?	-2%
8	CCC(=O)N1N=C(c2cccc(NS(C)(=O)=O)c2)CC1c1cccs1 (stereo not given)	5%	1%	-1%	-3%	-17%	2%	4%	-4%	-3%	4%
9	CCc1noc(C)c1C(=O)N1CCCSC1=Nc1ccccc1Cl	.	-2%	0%	-27%	11%	2%	.	-4%	-8%	.
10	Cc1cccnc1NC(=O)C(C)Oc1ccccc1 (stereo not given)	0%	0%	-2%	-1%	-1%	6%	-1%	7%	-15%	-3%
11	N#C/C(=C/c1ccc(C(=O)O)cc1)C(=O)NCc1ccccc1	-15%	-1%	-4%	-4%	-3%	.	-6%	-9%	-13%	-3%
12	CC(NC(=O)c1ccncc1)C(c1cccs1)N1CCOCC1 (stereo not given)	18%	0%	-5%	-2%	0%	7%	-6%	2%	11%	-13%
13	Cc1cc(C(=O)NC(C)CCc2ccccc2)ccc1[N+](=O)[O-] (stereo not given)	40%	-1%	10%	1%	25%	-2%	-6%	4%	.	8%
14	CCOc1cc(/C=N/Nc2cccc(C(=O)O)c2)ccc1OC(=O)c1ccccc1	-14%	?	0.089µM*	0.1µM*	?	0%	20%[10 µM]	17µM*	-8%	-1%
15	c1ccc(NC2=NCCCCS2)cc1	-26%	-2%	1%	-7%	-16%	1%	-4%	1%	12%	?

Other entries
nr	structure	RORgamma inh	ELG1 genotoxic	NPC1 prom act	Rab9 promoter act	BRCA1 expr act	uPA generation	VP16 counter	FLuc counter	p53 reactivator	MBNL1 CUG block
16	O=C(c1ccccc1)N(Cc1nc2ccccc2c(=O)[nH]1)C1CCCCC1	?	-2%	-2%	-2%	2%	5%	5%	6%	2%	-3%
17	C/C(O)=C(/C=Nc1ccccc1)C(=O)Nc1ccccc1	40%	0%	9%	-5%	-42%	4%	3%	?	-2%	-3%
18	CCC1(C)SC(N)=NN1C(C)=O (stereo not given)	-1%	-2%	-1%	-4%	1%	1%	3%	0%	1%	0%
19	CCc1nc(C)ccc1OCC(=O)O	17%	1%	1%	-4%	7%	-3%	0%	2%	19%	-10%
20	CCN(CC)C1CCN(C(=O)c2ccc3nc(Cc4ccc(OC)cc4)oc3c2)C1 (stereo not given)	1%	6%	1%	-10%	6%	-14%	3%	2%	7%	9%
21	CCOc1ccc(NC(=O)c2cccc(OC(=S)N3CCOCC3)c2)cc1	13%	-8%	-2%	-4%	0%	-2%	11%	?	3%	-16%
22	O=C(COC(=O)c1ccc(S(=O)(=O)N2CCOCC2)cc1)Nc1nc(-c2ccccc2)cs1	44%	?	13%	24%	?	3%	-2%	0%	30%	-7%
23	CC12CCC(=O)N1C(C(=O)N1CCN(c3ccc([N+](=O)[O-])cc3)CC1)CS2 (stereo not given)	.	-10%	.	.	-18%	2%	.	.	-1%	.
24	COc1ccc(Cl)cc1NC(=O)CN1CCC(n2nnc3cc(C)ccc32)CC1	-33%	-18%	0%	3%	-74%	2%	-22%	-12%	0%	?
25	CCc1n[nH]c(=S)n1/N=C/c1ccccn1	2%	-10%	-3%	4%	9%	0%	-3%	-10%	2%	-9%
26	CC(Sc1nc2ccccc2[nH]1)C(=O)Nc1ccccc1F (stereo not given)	3%	-1%	-3%	-1%	2%	4%	0%	7%	2%	-1%
27	COc1cc2c(cc1OC)CN(C(=O)CSc1nnc(C)s1)CC2	?	3%	-2%	0%	-4%	-1%	5%	12%	-7%	-2%
28	COc1cccc(C2=CC(=O)C[C@H](c3ccc4c(c3)OCO4)C2)c1	.	-1%	-4%	1%	-14%	3%	.	0%	-12%	.
29	COc1ccc(/C=C(\C#N)C(=O)NCCc2ccccc2)cc1OCc1ccccc1	?	-3%	4%	-6%	-41%	-8%	1%	-1%	-18%	.
30	Cc1nnc2ccc(-c3cccc(NS(C)(=O)=O)c3)nn12	-8%	?	-1%	2%	-38%	0%	11%	-4%	-6%	13%

Following part
nr	structure	RORgamma inh	ELG1 genotoxic	NPC1 prom act	Rab9 promoter act	BRCA1 expr act	uPA generation	VP16 counter	FLuc counter	p53 reactivator	MBNL1 CUG block
31	O=C1NC2=C(C(=O)CCC2)C(c2ccccc2[N+](=O)[O-])N1 (stereo not given)	-10%	-1%	-3%	-1%	11%	1%	17%	0%	-5%	18%
32	COc1ccc([N+](=O)[O-])cc1NCc1ccccc1C	-14%	10%	2%	-8%	-12%	-9%	7%	3%	5%	14%
33	COc1cnc(-c2ccccc2)nc1OC	?	1%	-3%	10%	0%	4%	0%	-9%	-2%	-4%
34	O=C(O)CCC(=O)Nc1ccccc1N1CCOCC1	4%	1%	2%	4%	5%	5%	4%	-1%	1%	1%
35	Cc1cc(C(=O)CN2C(=O)NC3(CCCCC3)C2=O)c(C)n1-c1ccc2c(c1)OCO2	?	0%	-1%	-3%	-17%	-14%	-30%	-7%	1%	-1%
36	O=C(c1cccc(S(=O)(=O)N2CCCCC2)c1)N1CCOCC1	?	0%	-4%	0%	7%	-5%	-2%	4%	-5%	1%
37	CCC(CC)NC(=O)c1oc2ccccc2c1COc1ccccc1	?	1%	-3%	-3%	-29%	5%	28µM*	2%	-4%	-6%
38	O=C(CSc1ncn[nH]1)NCc1ccc2c(c1)OCO2	-15%	2%	8%	11%	26%	0%	1%	1%	17%	.
39	O=S(=O)(c1ccccc1)N(Cc1ccc(Cl)cc1)c1ccncc1	9%	0%	-2%	0%	-9%	6%	-9%	3%	0%	-1%
40	OCCNc1nc(Nc2ccc(O)cc2)nc2ccccc12	6%	-5%	-2%	-3%	57%	-17%	-7%	?	-7%	-17%
41	COc1ccc(CCNC(=O)CSc2ncc(C(=O)Nc3ccccc3)c(=O)n2C)cc1	.	-3%	-6%	-4%	-24%	-9%	.	6%	2%	.
42	O=C(CN(C(=O)c1ccc2c(c1)OCCO2)c1ccccc1)NCC1CCCO1 (stereo not given)	9%[10 µM]	0%	2%	3%	-23%	0%	-1%	-1%	-1%	9%
43	NC(=O)c1ccc(F)cc1	-25%	2%	1%	-4%	20%	4%	7%	1%	-1%	3%
44	CCOc1ccc(-n2c(SCC(=O)Nc3ccc4c(c3)OCO4)nc3c(c2=O)SCC3)cc1	3%	5%	0%	-7%	-15%	2%	-5%	3%	0%	4%
45	Cc1nnc(NC(=O)c2ccc(-c3ccc(Cl)cc3)o2)s1	.	4%	0%	8%	2%	2%	.	-14%	9%	.
46	CCN(c1ccc(NC(=O)COC(=O)c2ccc(C)c(S(=O)(=O)N3CCOCC3)c2)cc1)C(C)C	4%	.	.	.	6%	2%	-2%	17µM*	.	6%

Given field by field: four of the compounds above
42	O=C(CN(C(=O)c1ccc2c(c1)OCCO2)c1ccccc1)NCC1CCCO1 (stereo not given)
  RORgamma inh: 9%[10 µM] | ELG1 genotoxic: 0% | NPC1 prom act: 2% | Rab9 promoter act: 3% | BRCA1 expr act: -23% | uPA generation: 0% | VP16 counter: -1% | FLuc counter: -1% | p53 reactivator: -1% | MBNL1 CUG block: 9%

43	NC(=O)c1ccc(F)cc1
  RORgamma inh: -25% | ELG1 genotoxic: 2% | NPC1 prom act: 1% | Rab9 promoter act: -4% | BRCA1 expr act: 20% | uPA generation: 4% | VP16 counter: 7% | FLuc counter: 1% | p53 reactivator: -1% | MBNL1 CUG block: 3%

44	CCOc1ccc(-n2c(SCC(=O)Nc3ccc4c(c3)OCO4)nc3c(c2=O)SCC3)cc1
  RORgamma inh: 3% | ELG1 genotoxic: 5% | NPC1 prom act: 0% | Rab9 promoter act: -7% | BRCA1 expr act: -15% | uPA generation: 2% | VP16 counter: -5% | FLuc counter: 3% | p53 reactivator: 0% | MBNL1 CUG block: 4%

45	Cc1nnc(NC(=O)c2ccc(-c3ccc(Cl)cc3)o2)s1
  RORgamma inh: . | ELG1 genotoxic: 4% | NPC1 prom act: 0% | Rab9 promoter act: 8% | BRCA1 expr act: 2% | uPA generation: 2% | VP16 counter: . | FLuc counter: -14% | p53 reactivator: 9% | MBNL1 CUG block: .
